# Cneo AK release: Cryptococcus neoformans lysis via adenylate kinase release | C. neoformans lysis, adenylate kinase release luminescence, 4 h; normalised: neutral wells 0, clomiphene wells 100 | lysis activity, % at 15 µM | 0.2% of 360,000 active;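 active = mean lysis activity across replicates of at least 80%, whatever share of replicates individually reach that level; inactive = mean lysis activity below 80%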
#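 read-out = cell lysis signal | test system = log-phase Cryptococcus neoformans yeast cells | input = cells at 5 × 10^6 per mL | medium = fresh YPD growth medium | signal = luminescent adenylate kinase detection reagent | timing = 4 h at 37 °C static, read 1 h later | dosing = single dose | controls = Clomiphene as positive lysis control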
# LGR2 antag: Drosophila LGR2 receptor signaling inhibition; HEK293 LGR2, CRE-luciferase, bursicon-stimulated, 4 h; AID 720647; inhibition, % at 9.99 µM; 0.35% of 380,000 active;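 active = drop in luminescence signal, shown as inhibition above about 50% in the replicate tests, limit read from the data, passing the limit was not always enough; inconclusive = probably only some replicates passing the limit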;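 also: agonist challenge used bursicon conditioned medium at about half maximal strength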
# Casp6 inh: caspase-6 (human) enzyme inhibition | AID 686996 | inhibition, % at 12.5 µM | P55212 | purified caspase-6, Z-VEID-R110 cleavage fluorescence | 0.53% of 350,000 active;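 active = mean inhibition across replicates at least about 35%, with every replicate also reaching that limit, limit read from the data; inconclusive = only one of the two criteria met; inactive = neither criterion met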;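 also: 0% = median of neutral control wells and 100% = no fluorescence left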
# Target sequence (P55212 24-179 limits assumed): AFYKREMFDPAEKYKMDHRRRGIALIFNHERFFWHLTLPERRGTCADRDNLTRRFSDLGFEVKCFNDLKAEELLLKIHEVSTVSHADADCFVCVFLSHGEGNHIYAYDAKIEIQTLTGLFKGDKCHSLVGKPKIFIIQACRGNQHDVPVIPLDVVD
# Target sequence (P55212 194-293 limits assumed): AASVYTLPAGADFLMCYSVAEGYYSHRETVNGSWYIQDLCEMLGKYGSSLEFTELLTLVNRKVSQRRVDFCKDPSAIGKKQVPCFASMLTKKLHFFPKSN
# EWS-Fli inh: blocks EWS/Fli oncoprotein-driven transcription; A673 NR0B1-luciferase reporter, viability-normalised; inhibition, % at 12.6 µM; 0.67% of 350,000 active; AID 651661;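 active = mean inhibition of at least 50% after viability correction, with every replicate also passing that limit; inconclusive = mean reaches 50% but only one of two replicates passes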;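 also: firefly luciferase signal divided by Alamar Blue viability fluorescence both relative to DMSO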
# PGC1a acetyl inh: lowers PGC1a acetylation signal in U2OS cells; AlphaScreen anti-acetyl-lysine; with virally co-expressed GCN5 acetyltransferase; inhibition, % at 15.6 µM; 0.17% of 350,000 active; AID 651687;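 active = every replicate shows inhibition of at least 40%; inconclusive = mean inhibition at least 40% but some replicate below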;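 also: 0% = neutral control wells and 100% = positive control wells; some results beyond the cut were filed as inactive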
# miR-122 sensor: miR-122 inhibition in Huh7 cells. Huh7 miR-122 Renilla luciferase sensor, 48 h; neutral wells = 0, positive control = 100. activation (reporter increase), % at 12.5 µM. 0.3% of 340,000 active. AID 602342;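 active = mean replicate activation score at least 90 and every replicate individually at or above 90; inconclusive = only one of the two criteria met; inactive = neither criterion met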;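 also: higher luciferase means less miR-122 activity so hits act as miR-122 inhibitors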
# FN deposit inh: fibronectin deposition inhibition. AH1F fibroblasts, Alexa488-fibronectin deposition fluorescence, overnight. inhibition, % at 12.6 µM. 0.086% of 350,000 active;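 active = mean inhibition across replicates of 30% or more, regardless of how many single replicates reach that level; inconclusive = mean under 30% yet at least half of replicates reach 30%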;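 also: positive control wells lacked labelled fibronectin entirely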
#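 material = AH1F fibroblast monolayer depositing Alexa488-labelled fibronectin into matrix | amount = 10000 AH1F cells/well | buffer or medium = DMEM plus 2% serum, read in PBS | incubation = 1 h cell adhesion before compound, then overnight fibronectin incubation | detection = fluorescence at 485 nm excitation, 525 nm emission | evaluation = percent inhibition as loss of matrix-bound fibronectin fluorescence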
# PAX8 reporter: PAX8 transcriptional activity inhibition. inhibition, % at 12.6 µM. AID 652154. 1.2% of 360,000 active. RMG-I TPO-luciferase reporter, SteadyGlo, 24 h;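 active = mean replicate inhibition at least 60% with every replicate also reaching 60%; inconclusive = only one of the two criteria is met; inactive = mean below 60% and not all replicates reaching 60%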;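 also: luciferase light reporting Pax8 driven TPO promoter activity; plate controls were median of neutral control wells for no effect and mitoxantrone controls for full effect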
# * hit, by the source's call; ? = inconclusive; · = no result given; & = joins results of further samples; [ ] = another dose, or the depositor's remark.
# Every second line gives: Cneo AK release	LGR2 antag	Casp6 inh	EWS-Fli inh	PGC1a acetyl inh	miR-122 sensor	FN deposit inh	PAX8 reporter
c1ccc(CCn2c3ccccc3c3nnc(SCc4ccc5nonc5c4)nc32)cc1
 : ·	11	·	·	-10	6	7	·
O=C(N/N=C\c1cc([N+](=O)[O-])ccc1N1CCOCC1)c1ccccn1
 : 1	15	-2	-3	·	·	-25	-12
N#CC1=C(N)Oc2nc[nH]c(=O)c2C1c1cccs1 (centres undefined)
 : ·	21	4	2	4	-4	1	13
CCOC(=O)C(=Nc1ccccc1)NO
 : -7	-26	·	·	4	0	-1	12
CCn1nc(C)c(CN2CCC(n3nccc3NC(=O)c3ccc4c(c3)OCO4)CC2)c1C
 : -1	-1	-12	2	·	3	-11	17
CCOC(Cn1ccc(=O)[nH]c1=O)OCC
 : -5	1	0	5	4	2	5	13
CCOC(=O)c1cccc(NC(=O)Cn2c(CC(=O)NC)nc3ccccc32)c1
 : 1	-29	·	·	-8	-1	-12	·
O=C(CSc1nnc(NC(=O)c2ccco2)s1)NC1CCCCC1
 : 0	·	·	·	4	-5	1	·
Cn1c(CNC(=O)C2CCC(=O)N(CCc3cccc(F)c3)C2)nc2ccccc21 (centres undefined)
 : -3	11	-2	·	-2	-9	-5	13
C[C@@H]1CN([C@@H](C)CO)C(=O)c2cccc(NC(=O)c3nc4ccccc4s3)c2O[C@@H]1CN(C)Cc1ccccc1
 : 1	16	-5	-3	·	-5[16.7 µM]	·	23
N#C/C(=N\Nc1ccc(F)cc1)C(=O)C1CC1
 : 1	5	0	-11	1	7	-12	-2
CCC(CO)n1c(=S)[nH]c2cc(OC)c(OC)cc2c1=O (centres undefined)
 : 14	21	-1	-6	·	10	6	1
CCc1ccc(N(CC(=O)N2CCCC2)S(C)(=O)=O)cc1
 : -1	-1	0	-4	-2	3	8	-16
CC(=O)Oc1cccc(/C=C2\Sc3ccccc3C2=O)c1
 : ·	-13	0	10	-1	·	-9	-3
Cc1cc(C(C)(C)C)cc(C)c1CCNC(=O)c1c(C)noc1C
 : 5	20	2	-19	·	-11	-2	9
O=C(CSc1nc2[nH]ncc2c(=O)[nH]1)Nc1ccccc1
 : ·	22	1	9	·	·	-6	0
C[C@@H]1C=C(C(=O)N2CCN(Cc3ccccc3)CC2)O[C@H](OCc2ccc(CO)cc2)C1
 : -5&3	6	-1&0	-1&0	-3&2	3	7	6&-2
Cn1ccc(C(=O)N/N=C/c2c[nH]c3ccccc23)n1
 : 3	3	0	-38	·	·	7	-31
COc1cc(Cl)c(C)cc1NC(=O)CSCC#N
 : -4	·	·	·	3	8	-10	1
O=C(N[C@@H]1CC[C@@H](CC(=O)N2CCN(c3ccccc3)CC2)O[C@H]1CO)c1ccncc1
 : 0	-12	-1	-1	8	·	-12	-4

# Every second line gives: Cneo AK release	LGR2 antag	Casp6 inh	EWS-Fli inh	PGC1a acetyl inh	miR-122 sensor	FN deposit inh	PAX8 reporter
Cc1cc(C)c[n+](-c2nc3ccccc3nc2[N-]S(=O)(=O)c2cccs2)c1
 : ·	-11	2	9	-1	·	5	7
Cn1ncc2c(=S)nc(Cl)[nH]c21
 : -1	0	3	-2	-11	-15	-18	17
CN1/C(=C/C=C/c2n(C)c3cc([N+](=O)[O-])c([N+](=O)[O-])cc3[n+]2C)C(C)(C)c2ccccc21
 : -2	?	26	-75	·	-38	9	100*
O=C(CC1CC1)Nc1ccc2c(c1)[C@@H]1C[C@H](CC(=O)NC3CCCCC3)O[C@@H](CO)[C@@H]1O2
 : -4	-7	-1	-1	-5	-5[16.7 µM]	10	13
COc1cc(-c2n[nH]c(=S)n2C(C)c2ccccc2)cc(OC)c1OC (centres undefined)
 : 0	0	-1	-44	4	-4	-1	0
COCC(=O)N(Cc1cc2cccc(C)c2[nH]c1=O)c1ccccc1
 : -2	4	1	3	29	-1	-2	23
c1ccc(-c2cc3ccccc3[nH]2)cc1
 : -3	-61	-3	-88	-7	11	-6	-141
O=C(C[C@@H]1CC[C@@H]2[C@H](COC[C@@H](O)CN2C(=O)Nc2ccc(F)cc2)O1)NC1Cc2ccccc2C1
 : -2	14	0	-16	6	1[16.7 µM]	-3	22
CCNC(=O)C1(C)CCCN(C(=O)c2oc3ccccc3c2C)C1 (centres undefined)
 : 2	25	-1	-14	6	-3	-1	-4
Cc1c(/C=N/NC(=O)C2(O)c3ccccc3-c3ccccc32)cnn1C
 : -1	-6	-1	10	2	-3	5	9
C/C(=N\O)c1noc(C)c1C(=O)Nc1nccs1
 : 0	2	-7	4	-4	·	1	·
CC(C)CCNC(=O)c1c[nH]c2ccc(S(=O)(=O)N3CCOCC3)cc2c1=O
 : ·	29	5	·	1	-14	6	36
O=C(NNC(=O)c1ccncc1)Nc1ccccc1
 : 1	-5	-2	0	7	-1	-1	0
O=C(COC(=O)Cc1ccccc1F)NNC(=O)c1ccc([N+](=O)[O-])cc1
 : 2	3	2	-6	·	·	2	1
CCc1ccccc1-n1ncc(C(=O)Nc2ccc(OC)cc2)c1C
 : -6	-36	-1	-132	4	-9	2	-110
CC1CCCC(C)N1CC(O)Cn1c2ccccc2c2ccccc21 (centres undefined)
 : 1	-8	4	0	26	-12	5	8
Cc1nc2ccc(S(=O)(=O)NCC(=O)NC(C)c3ccccc3)cc2s1 (centres undefined)
 : ·	12	·	7	·	·	6	-7
CCOC(=O)c1ccc(N=c2sc(C(=O)OC)cc(=O)n2C2CC2)cc1
 : -2	·	·	·	-3	0	0	-7
Cc1c(N=Cc2ccc[nH]2)c(=O)n(-c2ccccc2)n1C
 : 4	-6	-1	2	-14	1	·	·
CC(C)(C)c1ccc(C(=O)N2CCN(C(=O)c3cccs3)CC2)cc1
 : -1	13	-2	6	-11	·	6	·

# An excerpt from above in order of the Casp6 inh value, ascending.
mol | LGR2 antag | Casp6 inh | PGC1a acetyl inh | miR-122 sensor
CC(C)(C)c1ccc(C(=O)N2CCN(C(=O)c3cccs3)CC2)cc1 | 13 | -2 | -11 | ·
CCNC(=O)C1(C)CCCN(C(=O)c2oc3ccccc3c2C)C1 (centres undefined) | 25 | -1 | 6 | -3
COCC(=O)N(Cc1cc2cccc(C)c2[nH]c1=O)c1ccccc1 | 4 | 1 | 29 | -1
Cc1cc(C)c[n+](-c2nc3ccccc3nc2[N-]S(=O)(=O)c2cccs2)c1 | -11 | 2 | -1 | ·

# Following part
# Every second line gives: Cneo AK release	LGR2 antag	Casp6 inh	EWS-Fli inh	PGC1a acetyl inh	miR-122 sensor	FN deposit inh	PAX8 reporter
O=S(=O)(/C=C/c1ccccc1)N1CCOCC1
 : 0	12	-2	-2	4	5	-5	4
Cc1ccc(-c2onc(C)c2C)cc1S(=O)(=O)N1CCOc2ccccc21
 : 3	20	3	·	-5	15	-1	16
COc1cc([N+](=O)[O-])ccc1NC(=O)CC1SC(=Nc2ccc(F)cc2)N(CCC2=CCCCC2)C1=O (centres undefined)
 : ·	11	0	8	·	·	-9	12
COC(=O)COc1ccc(-c2nccc(-c3ccc(Br)cc3)n2)cc1
 : 0	-3	2	18	·	·	0	0
OC[C@@H]1CN(Cc2ccc(F)cc2)C[C@H](n2cnc3c(N4CCOCC4)ncnc32)O1
 : 1	7	-2	-2	·	-2	-7	7
O=C1NC(=Nc2ccccc2)S/C1=C/c1cccs1
 : ·	-72	-1	-63	·	·	13	-159
CCCc1cc(=O)oc2cc(C)cc(OCC(=O)N3CCC(C(N)=O)CC3)c12
 : 4	-20	-4	-3	-6	-8	·	·
CC1Cc2ccccc2N1C(=O)CSc1nc2c(c(=O)n(C)c(=O)n2C)n1Cc1ccccc1 (centres undefined)
 : -5	·	·	·	12	2	-4	·
CCOC(=O)N1CCC(N2Cc3cccc(C(=O)Nc4c(C)cccc4CC)c3C2=O)CC1
 : 0	15	7	·	·	-7	-8	30
O=C(Nc1ccc2c(c1)[C@H]1C[C@H](CC(=O)N3CCOCC3)O[C@H](CO)[C@H]1O2)C1CCOCC1
 : -3	-17	-5	2	0	-3[16.7 µM]	-3	-11
COc1ccccc1CNc1nc(NCc2cccs2)nc2ccsc12
 : 0	-19	2	7	·	-4	-2	22
Cc1ccc(C)c2[nH]c(=O)c(C(c3nnnn3C3CCCC3)N3CCOCC3)cc12 (centres undefined)
 : 5	·	·	·	-4	3	·	0
CC(C)(C)c1ccc(OCCC(=O)OCC(=O)N2c3ccccc3NC(=O)C2(C)C)cc1
 : -2	-18	2	16	·	·	1	·
O=C(O)c1cc2ccc3ccccc3c2oc1=O
 : 2	12	·	·	14	1	·	·
CN(C)c1ccc(/C=N/NC(=O)c2ccn(C)n2)cc1
 : ·	·	-4	-51	·	·	8	-95
C[C@@H]1CCCCO[C@@H](CN(C)Cc2ccncc2)[C@H](C)CN([C@H](C)CO)C(=O)c2cc(NC(=O)C3CCCCC3)ccc2O1
 : 0	-11	-4	4	1	-5[16.7 µM]	·	10
Cc1nn(CC(=O)N/N=C/c2ccc3c(c2)OCO3)c(C)c1Br
 : 14	-11	4	-3	5	-3	4	-2
COCCOCC(=O)Nc1ccc(S(=O)(=O)Nc2cc(C)nc(C)n2)cc1
 : 5	8	0	3	0	-4	-10	25
C[C@H](CO)N1C[C@H](C)[C@@H](CN(C)C(=O)Nc2ccccc2)Oc2ccc(NS(=O)(=O)c3ccccc3)cc2C1=O
 : -4&-3	4&-3	-1	3&1	2	-12[16.7 µM]	5	9&-10
O=C(c1ccc(Cl)c(Cl)c1)N1CCN(Cc2ccc3c(c2)OCO3)CC1
 : 7	-6	-1	0	·	·	4	21

# Every second line gives: Cneo AK release	LGR2 antag	Casp6 inh	EWS-Fli inh	PGC1a acetyl inh	miR-122 sensor	FN deposit inh	PAX8 reporter
CCC(=O)N1CC2(C1)[C@@H](c1ccc(-c3cccc(OC)c3)cc1)[C@@H](CO)N2C(C)=O
 : ·	-21	3	0	7	·	·	-10
O=c1c(-c2ccccc2)c[nH]n1-c1cccc([N+](=O)[O-])c1
 : ·	-10	-1	-9	16	-2	-22	-123
C[C@@H]1CN([C@H](C)CO)C(=O)c2cccc(NC(=O)c3nc4ccccc4s3)c2O[C@H]1CN(C)S(=O)(=O)c1ccc(F)cc1
 : 2	6	2	15	8	-1[16.7 µM]	·	-12
COc1ccc(NC(=O)N2CC(=O)N3[C@H](CO)[C@H](c4ccc(Br)cc4)[C@H]3C2)cc1
 : ·	-9	4	6	3	·	6	·

# Exported with each value named: entries from further up.
C[C@@H]1CN([C@H](C)CO)C(=O)c2cccc(NC(=O)c3nc4ccccc4s3)c2O[C@H]1CN(C)S(=O)(=O)c1ccc(F)cc1
  Cneo AK release: 2
  LGR2 antag: 6
  Casp6 inh: 2
  EWS-Fli inh: 15
  PGC1a acetyl inh: 8
  miR-122 sensor: -1[16.7 µM]
  FN deposit inh: ·
  PAX8 reporter: -12

O=c1c(-c2ccccc2)c[nH]n1-c1cccc([N+](=O)[O-])c1
  Cneo AK release: ·
  LGR2 antag: -10
  Casp6 inh: -1
  EWS-Fli inh: -9
  PGC1a acetyl inh: 16
  miR-122 sensor: -2
  FN deposit inh: -22
  PAX8 reporter: -123

# The order is random; any-hit rate near 2.5%.
